RGS4 inh – inhibitors of human RGS4; HEK293 M3R/RGS4 inducible, Fluo-4 calcium flux; active compounds read high; triggered by carbachol at its EC20; B-score at 10 µM; actives 0.45% (n = 310,000); AID 463165;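 active means B-score, a plate-corrected calcium signal, over three deviations above library mean, with baseline fluorescence within five deviations of library mean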;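 further: RGS4 expression induced by doxycycline in cells with stable M3 receptor; B-score is computed from the integrated fluorescence ratio over baseline after carbachol; higher B-score means a larger calcium signal and so more RGS4 inhibition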
Target sequence (P49798 whole entry, looked up): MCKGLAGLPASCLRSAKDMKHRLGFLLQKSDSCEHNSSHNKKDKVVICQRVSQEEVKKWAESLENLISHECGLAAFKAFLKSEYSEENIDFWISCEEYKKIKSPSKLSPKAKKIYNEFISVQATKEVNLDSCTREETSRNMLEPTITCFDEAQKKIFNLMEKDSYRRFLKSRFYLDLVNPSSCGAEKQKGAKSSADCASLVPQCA
HIF act – HIF pathway transcriptional activation | AID 1910 | activation, % at 7.5 µM (by protocol) | U2OS HRE-luciferase reporter, luminescence; normalized: DMSO 0%, desferrioxamine 100% | actives 0.32% (n = 300,000);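 active means mean activation of at least 10% of the iron chelator positive control signal, with at least half of replicates also reaching 10%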
Platelet DG rel – modulates dense granule release in human platelets; actives 0.22% (n = 300,000); inhibition, %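 (compounds screened at 7.5 µM in platelet-rich plasma)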; human platelet-rich plasma, SFLLRN dense granule ATP release, luminescence; AID 1663;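 active means mean replicate score, as percent of positive control, at or above 50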
MrgX1 allo act – allosterically activates human MrgX1 receptor signaling; B-score at 10 µM; actives 0.63% (n = 310,000); MrgX1-HEK293, Fluo-4 calcium flux, FDSS; active compounds read high; Q96LB2;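 active means plate-corrected calcium response at least 3 library SD above typical, normal starting fluorescence, not activating the receptor alone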;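 further: compound read alongside a low EC10 to EC30 dose of BAM8-22 agonist; peak minus trough fluorescence over baseline measured at the second addition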
Target sequence (Q96LB2 whole entry, looked up): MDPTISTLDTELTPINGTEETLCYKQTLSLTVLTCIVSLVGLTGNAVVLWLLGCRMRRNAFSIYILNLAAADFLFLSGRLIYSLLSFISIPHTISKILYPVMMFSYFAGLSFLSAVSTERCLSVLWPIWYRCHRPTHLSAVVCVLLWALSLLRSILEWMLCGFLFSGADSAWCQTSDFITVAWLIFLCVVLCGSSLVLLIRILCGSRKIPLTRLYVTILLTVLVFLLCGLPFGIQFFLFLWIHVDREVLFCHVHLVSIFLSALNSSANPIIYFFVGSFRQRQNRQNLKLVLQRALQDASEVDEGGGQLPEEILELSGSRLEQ
SKKanGAS inh – inhibitors of SKKanGAS S. pyogenes growth in kanamycin (SK-promoter or general growth effect) | AID 1662 | actives 1.3% (n = 300,000) | inhibition, % at 7.5 µM | BacTiter-Glo, 6 h;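 active means mean replicate score, as percent of positive control median, at least 50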;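 further: strain carries kanamycin resistance gene driven by streptokinase promoter and grows in 40 µg/ml kanamycin; loss of luminescence reflects streptokinase promoter inhibition or plain growth inhibition; 0% = median of DMSO wells and 100% = positive control at its reference dose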
TRPC4 inh – inhibitors of mouse TRPC4 channel | Q9QUQ5 | HEK293 TRPC4beta/mu-opioid, DAMGO-evoked Fluo4 calcium flux; active compounds read low | B-score at 10 µM | actives 0.39% (n = 300,000) | AID 2247;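 active means B-score over 3 SD under the library average, no early fluorescence shift, positive overall ratio signal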
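Assay system: Stable TRPC4beta/mu-opioid receptor HEK293 cells | Reagent: DAMGO in two steps, submaximal then maximal | Compound dosing: Single concentration per test compound | Signal: Fluo4 Ca2+ flux fluorescence | Evaluation: Per-well B score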
MrgX1 antagonist – blocks BAM8-22 activation of human MrgX1 receptor | AID 588676 | B-score at 10 µM | Q96LB2 | MRGX1-HEK293 calcium flux, Fluo-4, BAM8-22 antagonism; active compounds read low | actives 1.3% (n = 310,000);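 active means calcium-response B-score plate-corrected more than 3 library SD below zero, starting fluorescence within 5 deviations, no agonist response on first addition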;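 further: peak minus trough fluorescence over baseline after final BAM8-22 challenge near maximal dose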
RGS4 pot – RGS4 potentiation or activation; actives 0.92% (n = 310,000); HEK293 M3R/inducible RGS4, carbachol calcium flux Fluo4; active compounds read low; B-score at 10 µM; AID 463111;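 active means B-score of the integrated calcium signal more than 4 SD below the library mean, with starting fluorescence not abnormally high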;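 further: negative B-score means reduced calcium response which marks RGS4 activation or potentiation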
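Test system: HEK293 cells with stable M3R and inducible RGS4; also added: carbachol at ECmax as muscarinic agonist stimulus; schedule: dye loading 30 min 37 °C, buffer rest 30 min RT; technique: kinetic calcium fluorescence imaging with Fluo4-AM dye, 2 µM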
MrgX1 agonist – human MrgX1 receptor agonism, primary screen. B-score at 10 µM. MrgX1-HEK293 cells, Fluo-4 calcium fluorescence, agonist mode; active compounds read high. Q96LB2. actives 0.44% (n = 310,000). AID 588627;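 active means calcium response B-score plate-corrected fluorescence ratio at least 3 library SD, with starting fluorescence B-score inside 5 SD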
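times = overnight plating, then 30 min 37 °C plus 30 min room-temperature dye loading | assay system = stable human MrgX1 HEK293 cell line | input = fifteen thousand cells per well | signal = kinetic calcium dye fluorescence, Fluo-4 NW | dosing = compound delivered in addition one of three | read-out = B-scored fluorescence response ratio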
TRPC6 inhibitor – blocks the mouse TRPC6 cation channel. Q61143. HEK293-TRPC6, membrane potential dye, ACh-evoked depolarization; active compounds read low. B-score at 10 µM. actives 1.1% (n = 310,000). AID 2553;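 active means B-score under library mean minus 3 SD, initial fluorescence not abnormally high, positive integrated signal ratio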;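 further: B-score derived from integrated fluorescence ratio over the kinetic read; more negative B-score means stronger inhibition of depolarization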
TRPC6 act – activators of mouse TRPC6 channel; Q61143; HEK293-TRPC6 membrane potential dye fluorescence; active compounds read high; B-score at 10 µM; actives 0.13% (n = 310,000); AID 2550;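 active means B-score of the integrated fluorescence ratio above library mean plus 3 SD, and starting fluorescence ratio within library mean plus 5 SD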;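 further: higher score means more depolarization so channel activation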
Active calls of the source: *; i = inactive; · = no result given.

SMILES	RGS4 inh	HIF act	Platelet DG rel	MrgX1 allo act	SKKanGAS inh	TRPC4 inh	MrgX1 antagonist	RGS4 pot	MrgX1 agonist	TRPC6 inhibitor	TRPC6 act
O=C(Nc1cccc(C(F)(F)F)c1)Oc1ccccc1N1CCOCC1	i	-0.1	-3	i	-4	i	i	i	i	i	i
N#CN(CC(N)=O)c1nc(N2CCCCC2)nc(N2CCCCC2)n1	i	·	·	i	-2	i	i	i	i	i	i
CC(=O)Nc1ccc(Oc2cncc(Cl)c2)nc1	i	-0.1	8	i	15	i	i	i	i	i	i
CC(NC(=O)CCN1N=C(c2ccccc2)CCC1=O)c1ccc2c(c1)OCCO2 (stereo not drawn)	i	0.0	-3	i	-19	i	i	i	i	i	i
Clc1ccc(Cn2cnc3ccccc32)cc1	i	-0.9	-3	i	-5	i	i	i	i	i	i
CC(C)CCCNc1nc(N2CCOCC2)nc(N2CCOCC2)n1	i	-0.2	-20	i	3	i	i	i	i	i	i
CNC(=S)NNC(=O)c1ccccc1Br	i	·	-11	i	2	i	i	i	i	i	i
CN(C)C(=O)Cn1c(SCC(=O)N2CCCc3ccccc32)nc2ccccc21	i	0.3	-2	i	7	i	i	i	i	i	i
Cc1ccc(S(=O)(=O)N2CCCC2C(=O)NCc2ccccc2Cl)cc1 (stereo not drawn)	i	-4.0	-5	i	-14	i	i	i	i	i	i
O=C(c1cn(CC(=O)N2CCCCC2)c2ccccc12)C1CC1	i	-0.3	-3	i	10	i	-5*	i	i	i	i
Cc1cccc(N=C2NN=C(c3ccccc3F)CS2)c1C	i	-0.7	-3	i	-4	i	i	i	i	i	i
CCSC1=C(C#N)C(c2ccccc2C)CC(=O)N1 (stereo not drawn)	i	-0.1	-10	i	-13	i	i	i	i	i	i
N#Cc1c(Sc2ncc(C(F)(F)F)cc2Cl)nsc1C/C=N\OCc1c(F)cccc1Cl	i	-0.3	-28	i	5	i	i	i	i	i	i
Cc1cc(C)c(NS(=O)(=O)c2c(C)noc2C)c(C)c1	i	-0.4	-6	i	-14	i	i	i	i	i	i
CCC(=O)c1c[nH]c(C(=O)NCC2CCCO2)c1 (stereo not drawn)	i	0.0	2	i	0	i	i	i	i	i	i
COCCNC(=O)c1c(C)cc(C)cc1C	i	-0.1	1	i	3	i	i	i	i	i	i
Cc1ccc(-n2cc(C(=O)c3ccc(N4CCN(C)CC4)cc3)nn2)cc1Cl	i	-6.8	-2	i	9	i	i	i	i	i	i
CC(C)C(=O)Nc1ccc(C(=O)c2ccccc2)cc1	i	1.2	3	i	-8	i	i	i	i	i	i
O=S1(=O)CC(O)C(Nc2ccc(Cl)cc2)C1 (stereo not drawn)	i	-0.2	-22	i	-7	i	i	i	i	i	i
N#CCCn1cc(/C=N/NC(=O)c2ccncc2)c(-c2ccccc2)n1	i	-0.7	-8	i	-15	i	i	i	i	i	i
CCCOc1ccc(C2C(C(=O)/C=C/c3ccco3)=C(O)C(=O)N2CCN2CCOCC2)cc1OC (stereo not drawn)	i	-0.2	-6	i	-12	i	i	i	i	i	i
CC(C)(C)c1ccc(C(=O)Nc2ccc(O)c3c(=O)cc(-c4cccc(Cl)c4)oc23)cc1	i	-0.8	-8	i	5	i	i	i	i	i	i
COc1ccc(NC(=O)n2ncc3c(C)cccc32)cc1OC	i	2.3	5	i	-24	i	i	i	i	i	i
COc1ccc(-c2nc(CSCC(=O)NC3CCN(Cc4ccccc4)CC3)c(C)o2)cc1OC	i	-0.1	-8	i	-2	i	i	i	i	i	i
O=C1c2sc3nc4c(c(=O)n3c2C(=O)N1c1ccccc1)CCC4	i	-1.1	-3	i	10	i	i	i	i	i	i
Cc1ccc(C(C#N)c2ccc(Cl)nn2)cc1 (stereo not drawn)	i	0.0	-4	i	6	i	i	i	i	i	i
Cc1onc(-c2c(Cl)cccc2Cl)c1C(=O)N1CCc2ccccc21	i	-0.4	8	i	1	i	i	-7.6*	i	-5.1*	i
N#CCCN(Cc1cccnc1)C(=S)NC(=O)c1ccco1	i	-0.8	3	i	2	i	i	i	i	i	i
CCc1ccc(OCC(O)CN2CCCC2)cc1 (stereo not drawn)	i	1.5	5	i	-16	i	i	i	i	i	i
C=CCNc1cnn(CC(C)=O)c(=O)c1Br	i	·	·	i	·	i	i	i	i	i	i
CN1CCN(C(=O)c2ccc3c(c2)N(Cc2ccccc2F)C(=O)c2ccccc2S3=O)CC1 (stereo not drawn)	i	-0.2	1	i	-1	i	i	i	i	i	i
O=C(Nc1ncc(Cc2ccccc2)s1)C1COc2ccccc2O1 (stereo not drawn)	i	6.3	3	i	6	i	i	i	i	i	i
COc1ccc(-c2ccnc3nc(N4CCOCC4)nn23)cc1	i	-0.3	-3	i	-2	i	i	i	i	i	i
COc1ccc(S(=O)(=O)N(C)C)cc1NC(C)C(=O)Nc1cccc(C#N)c1 (stereo not drawn)	i	-1.4	-3	i	-1	i	i	i	i	i	i
O=C(NNC(=O)c1ccccc1OCc1ccc(F)cc1)c1ccccc1O	i	4.8	3	i	93*	i	i	i	i	i	i
COc1cccc(N2CCN(C(=O)c3ccc(N4C(=O)NC5CC4(C)Oc4ccccc45)cc3)CC2)c1 (stereo not drawn)	i	0.2	1	i	2	i	i	i	i	i	i
CNC(=O)C(=O)NCCc1ccc(Cl)cc1	i	0.4	6	i	-2	i	i	i	i	i	i
CCCn1nc(C(=O)NNC(=O)CSCC(=O)Nc2cc(C)on2)c2ccccc2c1=O	i	0.9	2	i	-3	i	i	i	i	i	i
CC(C)(C)NC(=O)C(c1ccccn1)N(C(=O)c1csnn1)C1CCCC1 (stereo not drawn)	i	0.1	7	i	5	i	i	i	i	i	i
N#Cc1nc(-c2ccccc2)oc1NCCCn1ccnc1	i	0.6	2	i	-2	i	i	i	i	i	i
Cc1ccc(C(=O)c2oc3ccccc3c2NC(=O)c2cc(-c3ccccc3O)n[nH]2)cc1	i	-0.5	-1	i	17	i	i	i	i	i	i
COc1cccc(NC(=O)CSc2nnc(COc3ccc4c(c3)CCCC4)o2)c1	i	-1.4	·	i	-5	i	i	i	i	i	i
O=C(/C=C/c1ccc(OCCCF)cc1)N1CCOCC1	i	2.4	10	i	-8	i	i	i	i	i	i
O=S(=O)(NCc1ccccc1)c1ccc(Br)c2nsnc12	i	0.3	0	i	4	i	i	i	i	i	i
S=C(Nc1ccccn1)c1ccccn1	i	3.2	12	i	28	i	i	i	i	i	i
CCc1ccc(Nc2nnc(SCC(=O)N(C)C3CCS(=O)(=O)C3)s2)cc1 (stereo not drawn)	i	1.5	1	i	-2	i	i	i	i	i	i
CCn1cc(C(=O)NCCc2ccccc2)c(=O)c2cc(S(=O)(=O)N3CCCC3)ccc21	i	-0.5	3	i	-3	i	i	i	i	i	i
CCOC(=O)C1=C(O)C(Nc2nc3ccccc3s2)(C(F)(F)F)N=C1C (stereo not drawn)	i	0.0	0	i	2	i	i	i	i	i	i
CCCn1nc(NC(=O)C(C)C)c2cc3cc(OC)ccc3nc21	i	1.3	-11	i	2	i	i	i	i	i	i
COc1ccc(/C=C/c2nnc(NC(C)=O)s2)cc1	i	3.9	11	i	10	i	i	i	i	i	i
Cc1cc(NC(=O)CN2CC(C)OC(C)C2)n(-c2nc3ccccc3s2)n1 (stereo not drawn)	i	2.1	-5	i	0	i	i	i	i	i	i
CN(C)S(=O)(=O)c1ccc(NC(=O)N2CCN(c3ccccc3Cl)CC2)cc1	i	-0.9	4	i	-4	i	i	i	i	i	i
COc1ccccc1C(=O)NCCCCNC(=O)c1ccccc1OC	i	0.4	-9	i	-1	i	i	i	i	i	i
CCCCCCCC(=O)NC(Nc1ccc(S(N)(=O)=O)cc1)C(Cl)(Cl)Cl (stereo not drawn)	i	-1.0	-1	i	5	i	i	i	i	i	i
CC(=O)Nc1ccc(NC(=O)COC(=O)/C(=C/c2ccccc2)n2nnnc2C)cc1	6.4*	-10	7	i	-3	i	i	i	i	i	i
CCCCCCNCC(=O)N1CCC(Cc2ccccc2)CC1	i	-0.1	-2	i	8	i	i	i	i	i	i
Cc1cnc(C(=O)Nc2nc(-c3ccccc3)cs2)cn1	i	0.3	6	i	-3	i	i	i	i	i	i
Cc1cc(N2CCN(Cc3ccccc3)CC2)n2nc(C)c(-c3ccccc3)c2n1	i	0.2	2	i	2	i	i	i	i	i	i
COCCCN(C(=S)Nc1cc(Cl)cc(Cl)c1)C(C)c1ccccn1 (stereo not drawn)	i	-0.6	0	i	18	i	i	i	i	i	i
Cn1c(C(C#N)C(=O)c2sc3ccccc3c2Cl)nc2ccccc21 (stereo not drawn)	i	-0.3	-3	i	23	i	i	i	i	i	i

Looked up by structure from the list above:
SMILES	RGS4 inh	HIF act	Platelet DG rel	MrgX1 allo act	SKKanGAS inh	TRPC4 inh	MrgX1 antagonist	RGS4 pot	MrgX1 agonist	TRPC6 inhibitor	TRPC6 act
O=C(NNC(=O)c1ccccc1OCc1ccc(F)cc1)c1ccccc1O	i	4.8	3	i	93*	i	i	i	i	i	i
CN(C)S(=O)(=O)c1ccc(NC(=O)N2CCN(c3ccccc3Cl)CC2)cc1	i	-0.9	4	i	-4	i	i	i	i	i	i

Other records:
SMILES	RGS4 inh	HIF act	Platelet DG rel	MrgX1 allo act	SKKanGAS inh	TRPC4 inh	MrgX1 antagonist	RGS4 pot	MrgX1 agonist	TRPC6 inhibitor	TRPC6 act
CCc1nnc(NC(=O)c2ccc(C)o2)s1	i	1.7	0	i	4	i	i	i	i	i	i
COc1ccc(-n2ncc3c(=O)n(Cc4c(F)cccc4Cl)cnc32)cc1	i	·	·	i	·	i	i	i	i	i	i
CCOc1ccc(/C=N/NC(=O)c2[nH]ncc2Br)c(O)c1	i	23*	84*	i	-8	i	i	i	i	i	i
COc1ccc(Nc2nc(N3CCCCC3)nc3ccccc23)c(OC)c1	i	-1.0	-2	i	-11	i	i	i	i	i	i
CCCCCOC(=O)C1[C@H]2C(=O)N(Cc3cccs3)C[C@]23C=C[C@H]1O3 (stereo partly drawn)	i	-0.1	8	i	-8	i	i	i	i	i	i
CCc1noc(C)c1C(=O)Oc1ccc(N(C)S(=O)(=O)c2ccccc2)cc1	i	-0.4	1	i	-7	i	i	i	i	i	i
O=C(Nc1cccc(NC(=O)c2cccc(F)c2)n1)c1cccc(F)c1	i	-0.5	4	i	20	i	i	i	i	i	i
